Glioma ERSR ind – inducers of ER stress response in human glioma cells; AID 602332; U87-MG GRP78 promoter luciferase reporter, 16 h; 420,000 compounds, 0.02% hits; Potency, µM, for the others: at the highest dose activation, most hits filed as activators; note: potency is the fitted concentration of half-maximal effect; series mostly up to about 76 µM; % of control where 0% means no effect; nearly all actives have a fitted effect of over 35% in size
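Stably transfected U87-MG human glioma cells carrying a GRP78-based luminescent sensor were seeded at 1000 cells/well, pin-dosed with compounds and incubated 16 h. Luciferase reagent was then added, and end-point luminescence was read after 10 min at room temperature.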
12-LOX inh – ALOX12 (human) lipoxygenase inhibition | P18054 | purified 12hLO, xylenol orange hydroperoxide absorbance | 580,000 compounds, 1.1% hits | Potency, µM (highest dose often 108 µM), without a hit: at the top dose activity change, negative = inhibition, hits mostly inhibitors; note: potency is the fitted concentration of half-maximal effect; % is set by controls: 0 for no effect and ±100 for the full control effect
Target sequence (P18054 whole entry, looked up): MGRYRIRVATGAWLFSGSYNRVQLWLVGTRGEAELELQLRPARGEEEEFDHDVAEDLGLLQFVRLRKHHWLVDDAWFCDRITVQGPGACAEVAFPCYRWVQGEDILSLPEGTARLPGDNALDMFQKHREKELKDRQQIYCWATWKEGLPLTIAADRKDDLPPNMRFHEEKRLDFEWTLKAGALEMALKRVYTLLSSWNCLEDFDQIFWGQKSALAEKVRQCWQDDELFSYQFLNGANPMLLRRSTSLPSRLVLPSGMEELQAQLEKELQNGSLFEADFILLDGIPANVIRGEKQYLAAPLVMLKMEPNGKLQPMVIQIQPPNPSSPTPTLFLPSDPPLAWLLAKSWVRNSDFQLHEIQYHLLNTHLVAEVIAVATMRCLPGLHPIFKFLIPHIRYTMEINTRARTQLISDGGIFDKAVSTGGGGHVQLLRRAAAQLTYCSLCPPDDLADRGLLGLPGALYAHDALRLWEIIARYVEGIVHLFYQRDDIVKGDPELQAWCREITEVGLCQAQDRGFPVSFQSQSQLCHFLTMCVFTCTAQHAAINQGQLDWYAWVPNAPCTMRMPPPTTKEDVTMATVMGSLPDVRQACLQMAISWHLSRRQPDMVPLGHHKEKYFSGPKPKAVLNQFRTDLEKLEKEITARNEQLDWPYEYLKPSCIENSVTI
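Purified human 12hLO (150 nM final) in 25 mM Hepes, 0.01% Triton X-100, pH 7.0 was preincubated 15 min at room temperature with compound. Then 40 uM arachidonic acid was added, 30 min. Hydroperoxide was read by Fe-XO absorbance ratio 573/405 nm.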
LDHA inh – blocks human lactate dehydrogenase A; 480,000 compounds, 0.15% hits; purified LDHA, NADH/diaphorase-resazurin fluorescence; active compounds read low; activity change, % (values are at about 110 or 230 µM); AID 1347041; P00338; in the data active = activity change below about -30%; inconclusive = mostly about -25% to -30%;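 note: plate controls were DMSO wells for no effect and wells without enzyme for full effect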
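LDH5 2 nM; NADH 0.06 mM, pyruvate 0.2 mM; 200 mM Tris pH 7.4, EDTA, Tween-20; 5 min RT. Detection: diaphorase 0.133 mg/mL + resazurin 37 µM, fluorescence ex540/em590 at 0 and 20 min; normalized to enzyme-free and DMSO wells.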
RGS4 inhibitor – blocks human RGS4-accelerated GTP hydrolysis; Transcreener GDP fluorescence polarization, RGS4-accelerated GTP hydrolysis; Potency, µM (top dose mostly 114 µM), for inactives: at the top dose activity change, negative = inhibition, actives largely listed as inhibitors; 390,000 compounds, 0.039% hits; AID 504845; note: potency is the fitted concentration of half-maximal effect; % is set by controls: 0 for no effect and ±100 for the full control effect; nearly all actives have a fitted effect of over 75% in size; some results filed as inactive show a strong effect at the top dose
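MLSMR compounds (23 nl, pin-transferred) preincubated 10 min at room temperature with a 500nM (2x) first reagent, then RGS4 at 900nM (2x) plus Transcreener GDP mix added; fluorescence polarization (620/688 nm) read before and after 90 min at 30 °C.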
D2 agonist – activates the human D2 dopamine receptor; AID 485358; 340,000 compounds, 0.53% hits; P14416; activation, % at 2 µM; HEK293 T-REx D2 cells, calcium flux agonist mode;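 active = activation over 3 SD above normal in the single-dose calcium agonist read, cut at about 30% in these data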; note: 0% is about no effect
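Tetracycline-induced HEK293 T-REx cells with force-coupled D2 receptor, plated overnight at 30 C, loaded with no-wash calcium dye. After a 10 s baseline, compound was pin-added and calcium flux read kinetically for 180 s; calcium rises flagged agonists.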
D2 antag – antagonists of human D2 dopamine receptor. HEK293 TREx D2 cells, calcium flux, dopamine EC80. P14416. AID 485344. 340,000 compounds, 2% hits. inhibition, % at 10 µM; in the data active = inhibition above about 30%; note: 0% is about no effect
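HEK293 T-REx D2 cells, tet-induced, calcium dye no-wash. Cpd pintool add, 180 s kinetic, then EC80 DA, 180 s kinetic. Ca flux read.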
Vif-A3G inh – Vif-A3G binding inhibition | Q9HC16 | HeLa A3G-eYFP + Vif (tagged APOBEC3G with the HIV-1 protein that degrades it), YFP fluorescence, overnight | Potency, µM (titrated, usually from 46.1 µM), inactives show top-dose activity, negative = active, usual class: inhibitors | 410,000 compounds, 0.076% hits | AID 602310;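 note: potency is the fitted concentration of half-maximal effect; % is set by controls: 0 for no effect and ±100 for the full control effect; nearly all actives have a fitted effect of over 60% in size; hits raise eYFP signal because A3G escapes Vif-driven loss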
Target sequence (Q9HC16 whole entry, looked up): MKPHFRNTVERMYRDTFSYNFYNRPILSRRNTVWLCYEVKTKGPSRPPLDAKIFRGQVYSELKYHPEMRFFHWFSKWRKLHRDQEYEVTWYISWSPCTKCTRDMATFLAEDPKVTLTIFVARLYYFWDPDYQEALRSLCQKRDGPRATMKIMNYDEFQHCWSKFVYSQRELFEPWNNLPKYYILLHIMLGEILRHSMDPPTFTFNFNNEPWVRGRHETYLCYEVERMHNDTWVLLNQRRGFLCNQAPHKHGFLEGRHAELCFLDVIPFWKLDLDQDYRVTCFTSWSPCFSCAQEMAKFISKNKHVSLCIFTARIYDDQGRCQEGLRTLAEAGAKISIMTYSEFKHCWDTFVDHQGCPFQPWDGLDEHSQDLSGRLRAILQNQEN
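Read-out is eYFP fluorescence (Ex 488/Em 500-530) from Vif-expressing HeLa A3G-eYFP cells; more signal means A3G escaped Vif-mediated degradation. Cells plated overnight, compound pinned in, incubated overnight at 37 deg C.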
ERG Ets-DNA blk – inhibitors of human ERG Ets domain-DNA interaction. P11308. fluorescence polarization, His-ERG Ets domain / labelled DNA. Potency, µM (titrated, usually from 76.9 µM), without a hit: top-dose FP activity, negative = inhibition, usual class: inhibitors. 370,000 compounds, 0.028% hits; active = well fitted inhibition curve with a large enough effect in the polarisation, with a control signal flat; inconclusive = small, poorly fitted or top-dose-only effect, or effect the other way, or a change in a side signal; inactive = no such curve, though single readings can be large or run the other way; the % refers to the polarisation;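 note: polarization taken with two DNA probes labelled with fluorescein and Texas red; potency is the fitted concentration of half-maximal effect; % of control where 0% means no effect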
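His-tagged ERG Ets domain (1 uM in the protein solution; 300mM KCl, 50mM Tris-HCl, 1mM EDTA, 1mM DTT, pH 7.5) received compound, then a probe mix of 5 nM fluorescein-DNA and 100nM Texas-615-DNA. Fluorescence polarization was read for both dyes.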
Vif-A3F inh – blocks the Vif interaction with APOBEC3F; 390,000 compounds, 0.2% hits; Potency, µM (highest dose often 46.1 µM), for the others: at the highest dose activity, negative = active; HeLa A3F-eYFP + Vif (tagged APOBEC3F with the HIV-1 protein that degrades it), YFP fluorescence increase; note: potency is the fitted concentration of half-maximal effect; % of control where 0% means no effect; nearly all actives have a fitted effect of over 65% in size
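Fluorescence increase (Ex 488/Em 500-530) after overnight compound treatment at 37 deg C flags inhibition of Vif-driven A3F-eYFP loss in stable HeLa A3F-eYFP/Vif cells seeded overnight beforehand.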
* marks the source's active call; other numbers are inactive results; ? = inconclusive; · = not tested or not shown; & = joins results of further samples; [ ] = remark or other dose. Unless noted, calls come from the whole dose curve; as a rule, active = well fitted curve in the direction sought with a large enough effect; inconclusive = small, poorly fitted or top-dose-only effect, or another doubt; inactive = no such curve, though single readings can be large; an effect the other way counts as inactive or inconclusive. The list is partial (hit frequency here may not be typical).

SMILES	Glioma ERSR ind	12-LOX inh	LDHA inh	RGS4 inhibitor	D2 agonist	D2 antag	Vif-A3G inh	ERG Ets-DNA blk	Vif-A3F inh
Cc1ccccc1C(=O)Nc1ccc2nc(N3CCCCC3)cc(C)c2c1	4%	2%&1%	11&3	12%	0.6	·	2%	-2%	-8%
Cc1oc(-c2ccccc2F)nc1CS(=O)CC(=O)NCc1cccs1 (stereo not given)	-1%	8%	-6	-8%	-1.5	-3	0%	-3%	-3%
CCSc1nnc(N2C(=O)CC(c3ccsc3)C3=C2CC(C)(C)CC3=O)s1 (stereo not given)	-4%	416%[activator]	-8	5%	-1.4	23	2%	-5%	-5%
Cn1c(=O)[nH]c2ncn(C)c2c1=O	-3%&1%&-2%&-1%	25%&-2%&-2%	-1	-7%[56.9 µM]	·	·	1%	1%	-5%
NC(=O)/C(=N\O)c1ccccc1	-2%	-8%	-2	-20%	·	·	0%	2%	0%
COc1ccc(NC(C)=O)cc1S(=O)(=O)N1CC=C(c2ccccc2)CC1	2%	-11%	-4	13%	·	·	2%	5%	0%
CCc1ccccc1NC(=O)c1cnc2scc(C)n2c1=O	1%	26%	-13	2%	·	·	0%	-3%	0%
COc1cccc(OC)c1C(=O)Nc1nc2ccc([N+](=O)[O-])cc2s1	-2%	-13%	-9	-34%	1.6	-22	-1%	-5%	6%
COc1cccc(CSc2nc3n(n2)C(c2cccc(F)c2)C(C(=O)Nc2ccccc2C)=C(C)N3)c1 (stereo not given)	-2%	?	0	2%	0.8	·	-1%	-6%	-10%
COc1ccc(-c2ccccc2C2=CC(=O)CC(C)(C)C2=O)cc1	3%	-60%	8	·	·	·	0%	·	3%
Cc1oc(-c2ccc(Cl)cc2)nc1CS(=O)CC(=O)NCCCN1CCCC(C)C1 (stereo not given)	6%	-20%	-1	-19%	0.3	-10	-2%	9%	2%
N/C(=N\OC(=O)c1cnn(-c2ccccc2)c1C(F)(F)F)c1ccc(C(F)(F)F)cc1	-3%	38%	-12	34%	0.6	-7	2%	3%	8%
COCCCNC(=O)c1ccc(-n2c(-c3ccccc3)cc3c2CCCCC3)cc1	-1%	-12%	1	-9%	0.2	·	-1%	1%	-4%
CCN(C(=O)C12CC3CC(CC(C3)C1)C2)C1CCS(=O)(=O)C1 (stereo not given)	-1%	-4%	-7	6%	0.4	28	1%	6%	0%
COc1ccc(Cl)cc1NC(=O)CN(C)C(=O)CCSc1ccc(C)cc1	3%	14%	1	-12%	-0.1	4	-1%	10%	-1%
O=C1NC2(CCC3(CC2)OCCO3)NN1c1ccccc1	-2%	?	-3	10%	1.1	13	-20%	-9%	10%
CCn1ccc(-c2ccccc2)c(C#N)c1=O	-2%	-2%	0	7%	-0.3	5	-2%	-1%	-1%
COc1cc(C2NC(=S)NC(C)=C2C(=O)OC(C)C)ccc1OC(C)C (stereo not given)	-3%	-4%	-5	-48%	0.3	-5	-3%	-6%	-2%
Cc1nc2sc(C(=O)N(C)Cc3ccccc3)c(NC(=O)c3ccccc3)c2c(C)c1Cl	·	?	-4	-3%	0.4	·	·	4%	·
COc1ccccc1NC(=O)C(=O)NCc1ccccc1Cl	-4%	-1%	-11	-11%	0.1	-15	0%	1%	-5%
CCOC(=O)c1c(C)[nH]c(C)c1S(=O)(=O)N(C)CC(=O)Nc1ccccc1	-6%	13%&-2%	-1&11	16%	-0.3	0	-1%	-9%	-2%
CC1(C)Cc2c(sc(NC(=O)C(=O)NCCCN3CCOCC3)c2C#N)CO1	-3%	4%	-10	47%	-0.4	-10	2%	1%	9%
O=C(NCCc1ccccc1)c1ccc(-n2cnnn2)cc1	6%	1%	-1	18%	-0.7	9	0%	-2%	-14%
COc1ccc(NC(=O)CN2CCN(CC(=O)Nc3ccc(F)cc3)CC2)c(OC)c1	-1%	0%	-6	22%	1.0	0	1%	0%	7%
CCCCOC(=O)Nc1cc(C)c(Cl)cc1OC	-3%	18%	-2	-17%	-0.2	6	0%	4%	2%
Cc1ccc2[nH]cc(CCNC(=O)Nc3ccccc3)c2c1	-2%	1%	-1	-10%	2.6	16	-2%	-2%	-7%
Brc1ccccc1CN1CCN(Cc2c[nH]c3ccccc23)CC1	-8%	?	?	-31%	·	·	-8%	7%	1%
CCCC(=O)Nc1cc(OCC)c(NC(=O)NC2CCCCC2)cc1OCC	-7%	16%	-2	2%	0.1	8	0%	·	-3%
O=C(Cc1ccccc1)NC1CC(=O)N(c2ccc3c(c2)OCCO3)C1 (stereo not given)	-2%	-11%	-17	10%	0.9	·	0%	-1%	3%
Cn1ncc([N+](=O)[O-])c1C(=O)NC1CCCCCC1	-2%	12%	0	-11%	1.0	-7	1%	-3%	-10%
C=CCc1c(C)nc2nc(SCC(=O)Nc3cccc(Cl)c3)nn2c1C	-2%	-2%	-6	12%	0.7	·	4%	1%	0%
Cc1ccc(/C=C/C(=O)N2CCCN(C(=O)/C=C/c3ccc(C)cc3)CC2)cc1	3%	-23%	-7	-1%	-1.0	-6	-11%	10%	5%
CCCOP(=O)(OCCC)C(NC(=O)C(C)(C)C)c1ccccc1 (stereo not given)	-2%	-3%	2	-3%[11.4 µM]	-0.7	3	6%	-5%	-5%
O=C(Nc1cc(S(=O)(=O)N2CCOCC2)ccc1Cl)C(=O)c1c(-c2ccccc2)cc2ccccn12	-2%	-24%	0	-19%	0.7	-4	-1%	7%	2%
CCOc1ccc(CCn2c3c(c(=O)[nH]c2=O)C(NC(=O)c2ccccc2)(C(F)(F)F)C(=O)N3)cc1OCC (stereo not given)	-2%	-28%	0	-11%	0.1	·	0%	1%	1%
COc1cccc(CCNC(=O)c2c(O)nc3c(C)cccn3c2=O)c1	-1%	-12%	2	-2%	-0.5	·	2%	-3%	-6%
CC(=O)C1=C(O)C(=O)N(Cc2cccnc2)C1c1ccc(O)cc1 (stereo not given)	-2%	?	-1	?	2.4	2	2%	-4%	-3%
CC1CCN(S(=O)(=O)c2ccc(Cl)cc2)CC1	-2%	-19%	-5	-11%	0.8	-3	2%	-9%	-7%
CCN1CCCC(Sc2nc3c([nH]2)c(=S)n(C)c(=O)n3C)C1 (stereo not given)	-6%	0%	3	-5%	1.1	6	-3%	8%	?
CCC1Sc2ccccc2N(CC(=O)NCc2ccc3c(c2)OCO3)C1=O (stereo not given)	2%	4%	2	9%	-0.3	13	-7%	·	2%

Part of the list above, reformatted.
smiles,Glioma ERSR ind,12-LOX inh,LDHA inh,RGS4 inhibitor,D2 agonist,D2 antag,Vif-A3G inh,ERG Ets-DNA blk,Vif-A3F inh
CCCOP(=O)(OCCC)C(NC(=O)C(C)(C)C)c1ccccc1 (stereo not given),-2%,-3%,2,-3%[11.4 µM],-0.7,3,6%,-5%,-5%
O=C(Nc1cc(S(=O)(=O)N2CCOCC2)ccc1Cl)C(=O)c1c(-c2ccccc2)cc2ccccn12,-2%,-24%,0,-19%,0.7,-4,-1%,7%,2%
CCOc1ccc(CCn2c3c(c(=O)[nH]c2=O)C(NC(=O)c2ccccc2)(C(F)(F)F)C(=O)N3)cc1OCC (stereo not given),-2%,-28%,0,-11%,0.1,·,0%,1%,1%
COc1cccc(CCNC(=O)c2c(O)nc3c(C)cccn3c2=O)c1,-1%,-12%,2,-2%,-0.5,·,2%,-3%,-6%
CC(=O)C1=C(O)C(=O)N(Cc2cccnc2)C1c1ccc(O)cc1 (stereo not given),-2%,?,-1,?,2.4,2,2%,-4%,-3%
CC1CCN(S(=O)(=O)c2ccc(Cl)cc2)CC1,-2%,-19%,-5,-11%,0.8,-3,2%,-9%,-7%

Remaining list, next part:
SMILES	Glioma ERSR ind	12-LOX inh	LDHA inh	RGS4 inhibitor	D2 agonist	D2 antag	Vif-A3G inh	ERG Ets-DNA blk	Vif-A3F inh
Cc1cccc(NC(=O)CSc2nnc(CNC(=O)c3ccc(S(=O)(=O)N(C)C)cc3)n2-c2cccc(C)c2)c1	-4%	-17%	-7	17%	0.3	-6	1%	-18%	4%
CN(c1ccccn1)c1ncnc2[nH]ncc12	-3%	6%	-1	-15%[56.9 µM]	-2.3	9	-3%	5%	6%
O=C(CCS(=O)(=O)c1ccc(Br)cc1)NC1CCCC1	-1%	0%	-3	15%	-0.3	2	0%	0%	-1%
CCOC(=O)c1c(CN2CCN(CCO)CC2)n(-c2ccccc2)c2cc(Br)c(O)cc12	-7%	?	-3	-14%	3.2	17	1%	10%	-2%
CCCCCCOc1ccc(/C=c2\s/c(=C(/C#N)C(=O)NCc3ccco3)n(-c3ccccc3)c2=O)cc1	-6%	-2%	-4	-23%	0.0	-7	-1%	12%	1%

Three entries picked at random from the list so far, as already listed:
SMILES	Glioma ERSR ind	12-LOX inh	LDHA inh	RGS4 inhibitor	D2 agonist	D2 antag	Vif-A3G inh	ERG Ets-DNA blk	Vif-A3F inh
CN(c1ccccn1)c1ncnc2[nH]ncc12	-3%	6%	-1	-15%[56.9 µM]	-2.3	9	-3%	5%	6%
CCOC(=O)c1c(CN2CCN(CCO)CC2)n(-c2ccccc2)c2cc(Br)c(O)cc12	-7%	?	-3	-14%	3.2	17	1%	10%	-2%
CCCCCCOc1ccc(/C=c2\s/c(=C(/C#N)C(=O)NCc3ccco3)n(-c3ccccc3)c2=O)cc1	-6%	-2%	-4	-23%	0.0	-7	-1%	12%	1%

Compound activity from PubChem BioAssay.
